# LGR2 inh = inhibitors of bursicon-induced LGR2 CRE-luciferase signal, primary screen, cell-based, HEK293, CRE-luciferase reporter, bursicon stimulation. Drosophila bursicon receptor LGR2 (rickets). bursicon-stimulated, 4 h. inhibition, % at 9.99 µM. actives 0.35% (n = 380,000);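 active = drop in luminescence signal, shown as inhibition above about 50% in the replicate tests, limit read from the data, passing the limit was not always enough; inconclusive = probably only some replicates passing the limit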;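 note: agonist challenge used bursicon conditioned medium at about half maximal strength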
# SIRT5 block = SIRT5 desuccinylase inhibitors, primary screen, biochemical, fluorescence imaging, single point, set 5. NAD-dependent protein deacylase sirtuin-5, mitochondrial (Homo sapiens), Q9NXA8. Purified SirT5, succinyl-peptide AMC, trypsin-coupled fluorescence. inhibition, % at 15 µM. actives 1.1% (n = 330,000); in the data active = inhibition above about 15%; inconclusive = no clear call, values can overlap the other calls
# Target sequence (Q9NXA8 whole entry, looked up): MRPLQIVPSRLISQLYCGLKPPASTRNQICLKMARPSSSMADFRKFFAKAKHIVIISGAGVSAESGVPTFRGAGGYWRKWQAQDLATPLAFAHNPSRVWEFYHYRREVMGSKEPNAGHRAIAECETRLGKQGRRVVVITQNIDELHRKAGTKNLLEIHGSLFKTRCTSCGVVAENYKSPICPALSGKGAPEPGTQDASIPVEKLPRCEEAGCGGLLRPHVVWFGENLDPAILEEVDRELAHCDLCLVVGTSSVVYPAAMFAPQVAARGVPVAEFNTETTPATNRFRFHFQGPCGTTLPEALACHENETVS
# FN deposition inh = inhibitors of fibronectin matrix deposition, primary screen, AH1F cells, Alexa488-fibronectin fluorescence, plate reader | actives 0.086% (n = 350,000) | inhibition, % at 12.6 µM | AH1F fibroblasts, overnight;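 active = mean inhibition across replicates of 30% or more, regardless of how many single replicates reach that level; inconclusive = mean under 30% yet at least half of replicates reach 30%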;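 note: positive control wells lacked labelled fibronectin entirely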
#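 Assay system: AH1F fibroblast monolayer, labelled fibronectin deposition. Amount: 10000 cells per well. Also added: labelled fibronectin 24 nM. Compound: single-point pinned compound. Incubation: cell attachment 1 h, compound and FN exposure overnight. Detection: fluorescence after three HBSS washes, excitation 485 nm, emission 525 nm. Read-out: inhibition of fibronectin deposition signal.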
# esBAF inh = Bmi1 luciferase reporter increase in mESCs, primary screen, esBAF inhibitor project, mouse ES cells, Bmi1 luciferase knock-in, single point; 24 h; 100% = twice the neutral-well signal; reporter increase, % at 12.5 µM; actives 2% (n = 350,000); AID 602393, 2012; in the data active = activation above about 40%; inconclusive = no clear call, values can overlap the other calls;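 note: 0% = median of the plate's neutral control wells and 100% = double that signal; a rise in the Bmi1 reporter signal indicates esBAF inhibition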
# S100A4 MyoIIA = inhibitors of S100A4-myosin IIA peptide binding, primary screen, biochemical, fluorescence polarization, TAMRA-MyoIIA peptide; actives 0.14% (n = 360,000); inhibition, % at 10.7 µM;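 active = mean inhibition of at least 70% across replicates, with every replicate also reaching that level; inconclusive = mean inhibition reaches 70% but some replicates fall short; inactive = mean inhibition below 70%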
# Target sequence (P26447 whole entry, looked up): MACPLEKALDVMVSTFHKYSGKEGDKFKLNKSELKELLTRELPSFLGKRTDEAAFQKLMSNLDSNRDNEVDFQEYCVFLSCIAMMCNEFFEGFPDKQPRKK
#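 Material: S100A4 monomer protein | Medium: HEPES pH 7.2 with CaCl2, KCl, NaCl, DTT, Triton | Reagent: Labelled myosin peptide probe, 5 nM | Doses: One dose per compound | Times: 5 min incubation before reading | Benchmarks: Neutral control DMSO, positive control TFP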
# CASP6 VEID inh = human caspase-6 inhibitors, primary screen, biochemical, VEID-R110 fluorescence, single point, set 2. purified caspase-6, Z-VEID-R110 cleavage fluorescence. inhibition, % at 12.5 µM. actives 0.53% (n = 350,000). AID 686996, 2013;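 active = mean inhibition across replicates at least about 35%, with every replicate also reaching that limit, limit read from the data; inconclusive = only one of the two criteria met; inactive = neither criterion met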;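 note: 0% = median of neutral control wells and 100% = no fluorescence left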
# Target sequence (P55212 24-179 limits assumed): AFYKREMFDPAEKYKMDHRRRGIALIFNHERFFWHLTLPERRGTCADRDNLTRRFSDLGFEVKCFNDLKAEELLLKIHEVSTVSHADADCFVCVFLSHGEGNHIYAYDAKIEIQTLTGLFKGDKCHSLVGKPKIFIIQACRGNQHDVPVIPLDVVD
# Target sequence (P55212 194-293 limits assumed): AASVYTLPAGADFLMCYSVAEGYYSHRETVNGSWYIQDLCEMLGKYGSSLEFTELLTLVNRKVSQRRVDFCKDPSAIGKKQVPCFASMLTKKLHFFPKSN
# Statin myotox sup = suppressors of statin myotoxicity in C2C12 myotubes, primary screen, cell-based, single point, plate reader; actives 0.78% (n = 330,000); rescue of ATP level, % at 7.49 µM; C2C12 myotubes + simvastatin, ATP luminescence, 48 h; scaled: DMSO 0, geranylgeraniol control 100;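 active = mean ATP rescue above about 67%, or every replicate alone reaching that limit, limit read from the data, passing the limit was not always enough; inconclusive = no clear call, values can overlap the other calls; inactive = mean under the limit and some replicate under it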;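 note: myotubes were challenged with 10 µM simvastatin during compound exposure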
# Starred values were filed as active, the others as inactive; u = inconclusive; x = no result given; & = joins results of further samples. This is a subset, so the mix of outcomes need not match the whole.
SMILES,LGR2 inh,SIRT5 block,FN deposition inh,esBAF inh,S100A4 MyoIIA,CASP6 VEID inh,Statin myotox sup
CC(C)NC(=O)N(C)C[C@@H]1Oc2c(NC(=O)Nc3ccc(C(F)(F)F)cc3)cccc2C(=O)N([C@H](C)CO)C[C@H]1C,0,6,x,0,4,-1,2
O=C(NC1CCCC1)C1C(c2ccc(C(F)(F)F)cc2)=Nc2ccccc2N1C(=O)c1ccco1 (stereo not drawn),-61,-2,-1,x,-1,3,x
C/C(N)=C(/C#N)C(=O)CSc1nnc(Nc2c(C)cccc2C)s1,x,x,0&7,x,-2,7,x
Cc1ccc(S(=O)(=O)Nc2ccc3c(c2)CC(=O)N([C@@H](C)CO)C[C@H](C)[C@H](CN(C)C(=O)Nc2cccc4ccccc24)O3)cc1,-17,3,x,-5,0,0,19
CC(=O)N(C)C[C@H]1Oc2cc(-c3ccccc3)ccc2S(=O)(=O)N([C@H](C)CO)C[C@@H]1C,-5,9,-4,4,4,0,25
CC(C)(C)n1nc2c(c1NC(=O)Cc1ccc(F)cc1)CSC2,1,x,-14,-2,0,4,7
Cc1c(C(=O)NCc2ccco2)oc2c(Cl)cccc12,-1,-7,6,-8,9,4,6
Cc1ccc(NC(=O)C2CC2c2ccccc2)c([N+](=O)[O-])c1 (stereo not drawn),x,1,-16,u,-6,-1,-1
O=C(Nc1ccc2snnc2c1)N1CCSCC1,x,x,0,10,x,x,7
CCCCOCCCNC(=O)C[C@@H]1C[C@@]2(C(=O)OC)CC(C)(C)CC=C2N(Cc2ccco2)C1=O,-8,x,-2,x,27,3,x
CCOC(=O)C1CCCN(Cc2cn[nH]c2-c2ccc(F)cc2F)C1 (stereo not drawn),-1,-3,x,x,5,-2,x
CCN(CC)C(=O)c1cn(-c2ccccc2)nc1-c1ccc2c(c1)OCCO2,8,0,1,-1,-6,2,5
CCC(C)Sc1nnc(NC(=O)C2CCN(C(=O)c3ccco3)CC2)s1 (stereo not drawn),-7,-3,-2,-5,3,x,10
C/C=C/c1ccc([C@H]2[C@H]3CN(C(=O)Nc4ccc(F)cc4)CC(=O)N3[C@H]2CO)cc1,9,-2,0,x,x,x,x
CCOC(=O)C1=C(C)NC(C)=C(C(=O)OCC)C1c1ccccn1,-21,-4,-1,-6,1,-2,15
CC(Sc1ccc(Cl)cc1)C(=O)NNC(=O)c1ccncc1 (stereo not drawn),1,-3,-23,-6,0,2,-5
Oc1c(C(c2cccs2)N2CCN(c3cccc(Cl)c3)CC2)sc2ncnn12 (stereo not drawn),-8,2,2,0,13,0,18
Cc1cc(C)cc(NS(=O)(=O)c2ccc(NC(=O)C3CCCCC3C(=O)O)cc2)c1 (stereo not drawn),30,1,-1,x,5,0,x
COc1cc(OC)cc(N2C(=O)CC(N3CCC(C(=O)N4CCCCC4)CC3)C2=O)c1 (stereo not drawn),0,2,x,-2,-6,21,-11
CC1CC(Nc2ccccc2)c2ccccc2N1C(=O)c1ccccc1F (stereo not drawn),20,-3,-3,1,6,1,0
Cc1ccccc1NC(=S)N(C)Cc1cccs1,-3,x,x,-4,x,x,8
Cn1cccc1/C=C1\SC(=S)N(NC(=O)c2ccccc2)C1=O,14,5,3,x,3,0,x
Cc1cc(NC(=O)C2CCCCC2)ccc1NC(=O)c1ccccc1Cl,9,3,0,x,-2,-3,x
Cc1ccc(C(=O)CCC(=O)NC2CCCC(C)C2C)cc1 (stereo not drawn),-3,2,x,x,-1,-4,x
O=C(NNC(=O)C1CCC1)c1cccc(Cl)c1,2,0,4,-15,-1,-2,4
O=C(CSc1ccccc1)NCc1ccccc1,-6,-4,6,37,-6,0,-13
Cc1ccc(S(=O)(=O)N2CCN(C(=O)CSc3nccn3C)CC2)cc1,1,1,7,x,-4,0,x
CN1OC[C@@H]2CN(Cc3ccc4c(c3)OCO4)[C@H](c3ccc(-n4ccnc4)cc3)C[C@@H]21,-15,0,-18,x,-4,-10,x
Cc1cc(C)cc(C(=O)Nc2nnc(SCC(=O)N3CCCc4ccccc43)s2)c1,x,-2,4,x,1,0,x
COC(=O)C1CCN(C(=O)C2CCN(C(=O)[C@@H](NS(=O)(=O)c3ccc(C)cc3)C(C)C)CC2)CC1,35,x,x,-19,13,1,-1
COc1ccc(C(=O)/C=C/C(=O)N(CC(=O)NC2CCCCC2)Cc2ccccc2OC)c(O)c1,u,-1,4,x,4,1,x
Cc1noc(C)c1S(=O)(=O)N(C)C[C@@H]1OCCCC[C@H](C)Oc2ccc(NC(=O)NC3CCCCC3)cc2C(=O)N([C@H](C)CO)C[C@H]1C,-7,7,x,-3,-4,3,x
CCCCc1c(O)nc(SCC(=O)Nc2ccc(C)cc2)n(-c2ccc(OC)cc2)c1=O,-11,-1,-5,2,0,6,9
COc1ccccc1C(=O)OCC(=O)Nc1cccc(S(=O)(=O)N2CCCC2)c1,-20,-2,11,-4,0,3,9
CC(OC(=O)c1ccc2c(c1)OCO2)C(=O)NC1CCCCC1C (stereo not drawn),-9,-3,-4,-1,-1,-2,1
NC(=O)c1cn(-c2ccccc2)nc1-c1cccnc1,x,x,-3,-4,x,x,11
Cc1cc(C)c(NS(=O)(=O)c2ccccc2)c(C)n1,-24,x,7,x,6,-2,x
CSc1ccc(S(=O)(=O)N2CCC(C(=O)NCCc3ccccc3)CC2)cc1,-8,-3,6,7,5,-2,-7
CO[C@H]1CN(C)C(=O)c2cc(NC(C)=O)ccc2OC[C@@H](C)N(C(=O)c2ccccc2F)C[C@H]1C,12,6,-3,1,9,x,-4
COc1ccc(C2=C(N)c3ccccc3C2=O)cc1,x,x,7,31,x,x,-60
COCCn1c(C)c(C)c2c(NCCc3ccccc3)ncnc21,35,-2,5,-30,-2,-3,-1
COC(=O)c1cc(C#N)c(=O)[nH]c1C,-11,1,-10,x,-12,-1,x
Cc1ccc(S(=O)(=O)N2CCOCC2)cc1NC(=O)CN1C(=O)NC2(CCCC2)C1=O,-1,-4,-8,-6,-16,0,-5
CC(C)NC(=O)C1CC(=O)N(C(C)c2ccccc2)C1 (stereo not drawn),15,x,-1,1,x,x,-7
C[C@@H]1CN([C@H](C)CO)C(=O)c2cc(NC(=O)CCCN(C)C)ccc2O[C@H]1CN(C)Cc1ccc(C(=O)O)cc1,-2,-6,x,1,-20,0,7
COC(=O)CNC(=O)COC(=O)c1ccc(Cl)nc1,4,1,4,8,-3,-2,-9
Cc1ccc([C@H]2C[C@H](n3cc(COC(=O)c4ccccc4)nn3)[C@@H](O)CN2Cc2cccs2)cc1,5,-1,3,-5,51,-3,18
C[C@@H]1CN([C@H](C)CO)C(=O)c2cc(C#CCN(C)C)cnc2O[C@H]1CN(C)C(=O)CN1CCOCC1,-21,1,7,2,9,1,1
O=C(c1ccccc1)c1ccc(-n2ccnc2)c([N+](=O)[O-])c1,-7,-2,5,4,6,-1,-3
CCC(CC)N1CCN(CCc2ccccc2)C(CCO)C1 (stereo not drawn),-2,-3,5,4,1,1,2
CO[C@H]1CN(C)C(=O)c2ccc(NS(=O)(=O)c3ccc(Cl)cc3)cc2OC[C@@H](C)NC[C@H]1C,7,-3,-12,0,x,x,-11
C[C@@H]1CCCCO[C@H](CN(C)C(=O)Cc2ccccc2)[C@@H](C)CN([C@H](C)CO)C(=O)c2cc(NC(=O)CCC(F)(F)F)ccc2O1,-7,x,-7,1,x,x,37
Cc1ccc(O)c(N=CC2=C(O)c3ccccc3C2=O)c1,x,x,0,78*,x,x,12
C[C@H]1CN([C@@H](C)CO)C(=O)c2cc(C#Cc3ccccc3F)cnc2O[C@@H]1CN(C)S(=O)(=O)c1ccccc1F,14,6,2,4,-2,1,-11
Cc1c(C(=O)NCc2ccc3c(c2)OCCO3)sc(=O)n1Cc1ccc2c(c1)OCO2,28,x,7,-8,-4,0,44
COc1cc(C(=O)NNC(=O)c2ccccc2OCc2c(C)noc2C)cc(OC)c1OC,0,-2,2,-1,1,-2,3
Cc1ccc(C)c(OCC(=O)Nc2ccccc2C(=O)N2CCN(C)CC2)c1,11,-3,5,-5,-2,-6,1
[N-]=[N+]=Nc1ccccc1C[C@@]1(C(=O)N2CCOCC2)N=C(c2ccc(OCCCO)cc2)O[C@@H]1c1ccccc1,x,5,x,x,-4,0,x
Cc1nc(-c2ccc(NC(=O)c3ccccc3)cc2)cs1,23,-4,-12,-58,-4,0,-67
CCOC(=O)c1c(NC(=O)/C=C/c2ccc(C)o2)sc(C)c1C,-26,-3,x,-2,0,-1,-1
# Remaining list, next part
SMILES,LGR2 inh,SIRT5 block,FN deposition inh,esBAF inh,S100A4 MyoIIA,CASP6 VEID inh,Statin myotox sup
CC(C)CC#Cc1ccc([C@@H]2[C@H]3CN(C(=O)Nc4cc(F)ccc4F)CC(=O)N3[C@H]2CO)cc1,11,17*,-5,x,-6,4,x
O=C(Cc1cccc(NC(=O)C2CCN(C(=O)C3CCCC3)CC2)c1)Nc1cccc(C(=O)N2CCCCC2)c1,-8,-2,11,-3,-3,-4,2
C[C@H]1CN([C@@H](C)CO)C(=O)c2cc(-c3cccnc3)cnc2O[C@H]1CN(C)C(=O)Nc1ccc(C(F)(F)F)cc1,10,-2,6,-5,2,-5,3
COc1cc(S(=O)(=O)NCc2ccccn2)c(OC)cc1Cl,3,x,x,0,x,x,11
Clc1ccccc1OCc1nnc(-c2ccccc2)o1,-99,1,-5,x,14,-3,x
CN(C)CC(=O)Nc1ccc2c(c1)[C@H]1C[C@H](CC(=O)NC3CCCC3)O[C@@H](CO)[C@H]1O2,2,-5,-9,3,-10,0,0
CC1CCN(C(=O)COC(=O)c2ccccc2C(=O)c2ccccc2)CC1,-13,1,-3,6,2,-2,4
COc1ccc(CNC(=O)CCCNC(=O)c2ccc(Cl)cc2)cc1OC,9,1,-3,1,0,x,4
COc1ccc(S(=O)(=O)N(C)C[C@@H]2Oc3c(NC(=O)C4CCOCC4)cccc3C(=O)N([C@H](C)CO)C[C@@H]2C)cc1,22,1,-3,-2,29,-2,20
COc1ccc(N2CCN(C(=O)Cc3ccc(OC)c(OC)c3)CC2)cc1,x,-7,8,1,-2,-5,6
CC(C)=CCC/C(C)=C/C(=O)O,13,x,x,-1,-7,-4,6
Cc1ccc(S(=O)(=O)Nc2ccc3c(c2)C(=O)N([C@@H](C)CO)C[C@H](C)[C@@H](CN(C)S(=O)(=O)c2ccc(Cl)cc2)OCCCC[C@@H](C)O3)cc1,16,x,1,-1,x,x,x
C=CCN1C(=O)/C(=C2/Sc3ccc(OC)cc3N2C)SC1=Nc1cccc(O)c1,8,-5,8,x,1,4,x

# Reprinted at random: 3 records from the list.
SMILES,LGR2 inh,SIRT5 block,FN deposition inh,esBAF inh,S100A4 MyoIIA,CASP6 VEID inh,Statin myotox sup
O=C(Cc1cccc(NC(=O)C2CCN(C(=O)C3CCCC3)CC2)c1)Nc1cccc(C(=O)N2CCCCC2)c1,-8,-2,11,-3,-3,-4,2
C[C@H]1CN([C@@H](C)CO)C(=O)c2cc(-c3cccnc3)cnc2O[C@H]1CN(C)C(=O)Nc1ccc(C(F)(F)F)cc1,10,-2,6,-5,2,-5,3
COc1cc(S(=O)(=O)NCc2ccccn2)c(OC)cc1Cl,3,x,x,0,x,x,11

# Source: PubChem
